# Assay outcomes as filed in PubChem BioAssay.
# M. tuberculosis – growth inhibition of non-replicating M. tuberculosis (AID 488890). Mycobacterium tuberculosis non-replicating, growth inhibition; higher % means a stronger effect. one-dose inhibition, % at 25 µM; IC50 in µM for titrated hits. 0.39% of 320,000 active; in the data active = a potency from the dose series; inconclusive = inhibition mostly from about 82% at the one dose, without a potency; inactive = the rest, 99 in 100 with inhibition below about 76%;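 also: plate controls were DMSO cells for no effect and high antibiotic wells for full effect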
# H37Rv inhibition – M. tuberculosis growth inhibition, HTS (AID 449762); M. tuberculosis H37Rv growth inhibition, 7H9 media; higher % means a stronger effect; one-dose inhibition, % at 25 µM; IC50 in µM for titrated hits; 0.59% of 330,000 active; in the data active = a potency from the dose series; inconclusive = inhibition above about 70% without an active follow-up result;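 also: bacterial growth assessed after seven days of incubation; strong numbers were not always called active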
# Salmonella PhoP GFP – PhoP regulon inhibitors, Salmonella typhi PhoP promoter GFP reporter, confirmatory (AID 1850) | 0.33% of 310,000 active | inhibition, % at 50 µM; hits with a dose series show IC50 in µM | Salmonella Typhi PhoP-promoter GFP reporter, fluorescence, 4 h; higher % means a stronger effect; in the data active = a potency from the dose series; inconclusive = inhibition mostly from about 25% at the one dose, without a potency; inactive = the rest, 99 in 100 with inhibition below about 19%;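 also: 0% = induced wells with vehicle and 100% = uninduced wells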
# influenza NS1A – NS1A inhibition, H1N1 influenza, cell based functional assay (AID 504329); 0.3% of 340,000 active; NS1A functional cell-based assay, percent inhibition; higher % means a stronger effect; inhibition, % at 12.5 µM, or IC50 in µM where a hit was titrated; in the data active = a potency from the dose series; inconclusive = inhibition above about 27% without an active follow-up result; also: strong numbers were not always called active
# VEEV TC-83 Vero – inhibitors of VEEV TC-83 cytopathic effect, confirmation, Vero cells (AID 588727). inhibition, % at 20 µM, or IC50 in µM where a hit was titrated. 0.13% of 350,000 active. Vero cells, VEEV TC-83 cytopathic effect inhibition; higher % means a stronger effect; in the data active = a potency from the dose series; inconclusive = inhibition mostly from about 14% at the one dose, without a potency; inactive = the rest, 99 in 100 with inhibition below about 12%; also: strong numbers were not always called active
# VEEV TC-83 Vero 10K pilot screen – second read-out of VEEV TC-83 Vero, no call of its own (marks repeat the call); inhibition, %; measured here: 10K pilot screen inhibition
# The depositor's hits bear a star; i = inactive; ? = inconclusive; · = no result given. Compounds as they come, and some 1.4% of all compounds hit somewhere here.
# The first two records, to show the layout:
SMILES,M. tuberculosis,H37Rv inhibition,Salmonella PhoP GFP,influenza NS1A,VEEV TC-83 Vero,others
Cc1cc(CN2CCN(CC(=O)Nc3cc(C(F)(F)F)ccc3-n3cncn3)CC2)no1,17%,-8%,·,-9%,3.2%,
COc1ccccc1-c1ccc(=O)n(CC(=O)NC2CCc3ccccc32)n1 (stereo not given),-5%,-3%,-4%,5%,0.8%,

# The listing, repeating the preview:
SMILES,M. tuberculosis,H37Rv inhibition,Salmonella PhoP GFP,influenza NS1A,VEEV TC-83 Vero,others
Cc1cc(CN2CCN(CC(=O)Nc3cc(C(F)(F)F)ccc3-n3cncn3)CC2)no1,17%,-8%,·,-9%,3.2%,
COc1ccccc1-c1ccc(=O)n(CC(=O)NC2CCc3ccccc32)n1 (stereo not given),-5%,-3%,-4%,5%,0.8%,
CN(C)S(=O)(=O)c1ccc(C(=O)OCc2ccc(C#N)cc2)cc1,19%,-8%,3%,2%,2.3%,
CCOC(=O)c1[nH]c(C)c(C(=O)OCC(=O)N2CC(=O)Nc3ccccc32)c1C,0%,3%,-5%,-4%,2.7%,
CN(C)N1C(=O)/C(=C/c2ccco2)SC1=Nc1ccccc1,2%,-2%,5%,2%,2.1%,
N#Cc1ccc(CSc2nnc3ccccn23)cc1,-1%,-2%,4%,-9%,0.3%,
COc1ccc(CC(=O)OC(C)C(=O)c2ccc(C)cc2)cc1 (stereo not given),?,16%,8%,-7%,0.5%,
CCCCN(C(=O)c1nn(C)c(=O)c2ccccc12)c1c(N)n(CCC)c(=O)[nH]c1=O,-21%,-2%,·,-12%,0.7%,
CCn1c(-c2ccc(F)cc2)cnc1SCC(=O)N1CCc2ccccc21,21%,3%,-11%,·,·,
CCC1=C(OC(=O)N(CC)CC)N2C(=O)OC(=NCCc3c[nH]c4ccccc34)[C@]2(Cc2ccccc2)[C@H]2C1=CC[C@H]1C(=O)N(CC)C(=O)[C@H]12,-11%,-7%,-1%,-5%,0.8%,
CCOc1ccc(-n2c(O)c(C=NCCN(CC)CC)c(=O)[nH]c2=O)cc1,6%,-11%,1%,1%,i,
COc1ccc(C(=O)COC(=O)CCS(=O)(=O)c2ccc(C)cc2)c(OC)c1,18%,6%,3%,-17%,3.5%,
Cc1n[nH]c(C)c1Sc1ccccc1N,5%,6%,1%,7%,0.3%,
COc1ccccc1C(=O)NC(=O)COC(=O)c1ccc([N+](=O)[O-])cc1,?,?,-6%,11%,0.3%,
C[C@]12CCC3C(CC[C@H]4C[C@@H](O)CC[C@]34C)C1[C@H]1CN=N[C@H]1[C@@H]2O (stereo not given in full),-1%,-6%,·,10%,1.7%,
CC1=NN(c2ccc(Br)cc2)C(=O)/C1=C/c1ccc(-c2ccccc2C(=O)O)o1,36%,-11%,7%,3%,0.3%,
CCc1cccc(C)c1NC(=O)CN(C)S(=O)(=O)c1ccc(-c2ccc(=O)[nH]n2)s1,18%,2%,1%,1%,1.6%,
N/C(=N\OC(=O)Cc1ccccc1)c1ccccn1,-19%,-1%,-11%,-5%,1.3%,
C/C(N)=C(/C#N)C(=O)COC(=O)C(c1ccccc1)c1ccccc1,-1%,-2%,-4%,-2%,0.7%,
CCOc1cc(N2CCOCC2)c(OCC)cc1NC(=O)c1ccc(OC(C)C)cc1,10%,2%,-14%,3%,9.0%,
N#C/C(=C\c1ccc(Cl)s1)C(=O)N1CCN(c2ccccc2)CC1,-8%,-4%,-2%,1%,0.7%,
O=C(Nc1nnc(-c2ccccc2)s1)c1cccc(S(=O)(=O)N2CCOCC2)c1,-14%,-4%,-4%,-3%,5.8%,
COc1ccc(N2CC(C(=O)Nc3c4c(nn3-c3ccc(OC)cc3)CS(=O)(=O)C4)CC2=O)cc1 (stereo not given),-4%,-10%,-7%,6%,0.7%,
COC(=O)c1ccc(NC(=O)COc2ccccc2OC)cc1,15%,-2%,1%,-18%,1.9%,
COC(=O)c1ccc(CSc2nc3ccccc3s2)o1,38%,6%,11%,-2%,3.1%,

# More structures follow:
SMILES,M. tuberculosis,H37Rv inhibition,Salmonella PhoP GFP,influenza NS1A,VEEV TC-83 Vero,others
O=C1CCCN1CCCNc1nc2c(S(=O)(=O)c3ccc(Br)cc3)nnn2c2ccccc12,13%,2%,6%,-1%,2.4%,
O=C(Nc1ccc(F)cc1)c1cc(-c2ccccn2)nc2c(Cl)cccc12,-1%,-4%,-7%,1%,2.0%,
Cn1c(NCc2ccccc2)nc2c1c(=O)n(Cc1ccccc1)c(=O)n2C,10%,-21%,2%,9%,i,
COc1ccc(NS(=O)(=O)c2ccc(OCC(=O)N3CCOCC3)cc2)cc1,0%,-2%,-2%,0%,0.8%,
Fc1cccc(Cn2cc(C(=S)N3CCCCC3)c3ccccc32)c1,20%,-6%,-2%,5%,1.5%,
Cc1nc(S(=O)(=O)c2ccc(Cl)cc2)c(NCc2ccccc2)o1,13%,-6%,-1%,-2%,0.8%,
O=C(/C=C/c1cn(-c2ccccc2)nc1-c1cccnc1)NCCN1CCOCC1,3%,-4%,2%,1%,1.7%,
O=C(O)c1ccc(N2C(=O)c3[nH]nc(-c4ccccc4)c3C2c2ccccc2)cc1 (stereo not given),6%,1%,-2%,-1%,1.1%,
Cn1c(=O)c2c(SCC(=O)N3CCCc4ccccc43)nc(CC(C)(C)C)nc2n(C)c1=O,-13%,-10%,2%,-5%,9.9%,
CCCOC(=O)c1ccc(NC(=O)Cc2cccs2)cc1,i,?,-3%,16%,0.3%,
CCN1CCN(c2ccc(S(=O)(=O)N3CCCCC3)cc2NC(=O)CC(C)c2ccccc2)CC1 (stereo not given),23%,-1%,0%,-2%,3.7%,
COc1ccc(Cc2nnc(-c3ccc(F)cc3)o2)cc1OC,·,-4%,-4%,0%,12%,
O=C(Nc1cccc(C(F)(F)F)c1)NC1CCN(S(=O)(=O)c2ccc(F)cc2)CC1,3%,1%,-1%,1%,0.9%,
COc1cc(OC)c(C(=O)N/N=C/c2ccoc2)cc1OC,18%,-1%,-8%,4%,2.7%,
Cc1ccc(O)c(C(=O)c2cnn(C(=O)Cc3csc(C)n3)c2)c1,15%,0%,9%,-14%,3.2%,
Cn1c(=O)n(Cc2ccc(Br)cc2)c2ccccc21,17%,4%,14%,-4%,1.5%,
Oc1ccc(Cl)cc1C(C#Cc1ccccc1)N1CCOCC1 (stereo not given),?,2%,0%,2%,5.0%,
CN(CC(=O)NCc1ccc2c(c1)OCO2)CC(=O)Nc1ccc(F)c(F)c1F,2%,-10%,·,-7%,i,
Cc1ccc(C)c(NC(=O)CSc2nnc(-c3ccncc3)n2N)c1,-12%,-16%,11%,-6%,2.3%,VEEV TC-83 Vero 10K pilot screen=0.2
COc1cc(OC)c(OC)cc1/C=C1/C(=O)N=C(N)N1C,-1%,-1%,-9%,-8%,0.4%,
COC(=O)CCCC(=O)N1CCOCCN(C(=O)CCCC(=O)OC)CCOCC1,2%,2%,-15%,3%,0.2%,
CCN1CCN(c2ccc(S(=O)(=O)N3CCCCC3)cc2NC(=O)c2ccccc2)CC1,·,-7%,-7%,0%,0.9%,
COc1ccc(-c2nc(CS(=O)CC(=O)N3CCN(C)CC3)c(C)o2)cc1 (stereo not given),-21%,-3%,2%,1%,1.7%,
CCCOc1ccc(OCCn2nc(C(=O)O)c3ccccc3c2=O)cc1,14%,1%,0%,0%,i,
Cc1cc(S(=O)(=O)N2CCCOC2CNC(=O)C(=O)NCCc2ccco2)ccc1F (stereo not given),4%,-14%,-2%,-7%,i,

# Next part; it opens with the 5 that closed the last part.
SMILES,M. tuberculosis,H37Rv inhibition,Salmonella PhoP GFP,influenza NS1A,VEEV TC-83 Vero,others
COC(=O)CCCC(=O)N1CCOCCN(C(=O)CCCC(=O)OC)CCOCC1,2%,2%,-15%,3%,0.2%,
CCN1CCN(c2ccc(S(=O)(=O)N3CCCCC3)cc2NC(=O)c2ccccc2)CC1,·,-7%,-7%,0%,0.9%,
COc1ccc(-c2nc(CS(=O)CC(=O)N3CCN(C)CC3)c(C)o2)cc1 (stereo not given),-21%,-3%,2%,1%,1.7%,
CCCOc1ccc(OCCn2nc(C(=O)O)c3ccccc3c2=O)cc1,14%,1%,0%,0%,i,
Cc1cc(S(=O)(=O)N2CCCOC2CNC(=O)C(=O)NCCc2ccco2)ccc1F (stereo not given),4%,-14%,-2%,-7%,i,
O=C(NCCCn1ccnc1)C(Cl)(Cl)Cl,4%,4%,-10%,-15%,0.8%,
S=c1[nH]c(-c2ccc(Cl)cc2)cs1,59%,18%,-13%,-5%,2.3%,
COc1ccc(C(=O)C2CCCN(Cc3ccc(Sc4nncn4C)o3)C2)cc1F (stereo not given),-10%,-6%,-6%,·,1.6%,
C=CCn1c(SCC(=O)NCCO)nc2sc(C)c(C)c2c1=O,-12%,-1%,1%,-3%,2.1%,
S=C(NCCc1ccccc1)NCCc1cnc[nH]1,8%,4%,0%,2%,i,
O=C(COC(=O)c1cccc(S(=O)(=O)N2CCOCC2)c1)Nc1ncc(C(F)(F)F)cc1Cl,-2%,-2%,-8%,-1%,2.9%,
CC1=C(c2ccccc2)[N+](=O)C2(CCCCC2)N1[O-],9%,0%,-4%,3%,0.4%,VEEV TC-83 Vero 10K pilot screen=1.0
COc1ccc(CCNC(=O)COC(=O)c2cc(=O)[nH]c3ccccc23)cc1,3%,-5%,·,7%,1.7%,
O=C1C(=O)N(CCCN2CCOCC2)C(c2ccc(F)cc2)/C1=C(/O)c1ccccc1 (stereo not given),-10%,0%,3%,-3%,i,
O=C(NC(=O)c1ccc(Cl)cc1)Nc1ccc(-c2cnco2)cc1,71%,?,-18%,·,·,
O=C(NCc1cccnc1)NC(=O)c1ccc(Cl)cc1,-3%,-7%,-4%,-5%,2.8%,
COc1cccc(-n2nnc3c(=O)n(CC(=O)N4CCCc5ccccc54)cnc32)c1,30%,-7%,-8%,4%,0.1%,
COCCN(CCOC)C(=O)c1cc2sc3ccccc3c2s1,12%,-4%,-17%,-9%,0.9%,
O=C(NCCCCCNC(=O)c1cccnc1)c1cccnc1,-23%,-7%,-10%,3%,2.0%,
Cc1oc(-c2ccccc2)nc1C(=O)OCC(=O)NCc1ccccc1,33%,-2%,·,3%,i,
O=c1oc2ccccc2cc1-c1csc(Nc2ccc(O)cc2)n1,20%,-9%,-8%,4%,40%,
CC(C)NC(=O)Cn1cnc2c(cnn2-c2ccc(F)cc2)c1=O,5%,6%,8%,-7%,0.8%,
O=C(O)c1ccc(CSc2nnc(COc3ccc(Cl)cc3Cl)o2)cc1,44%,8%,-7%,2%,0.8%,
C/C(=C\c1ccccc1)CN1CCN(c2cccc(Cl)c2)CC1,16%,-8%,-14%,-1%,1.2%,
Cc1nc(-c2cc(-c3nc(-c4cc(C(F)(F)F)cc(C(F)(F)F)c4)no3)no2)cs1,-16%,-1%,1%,·,?,
COc1ccc(S(=O)(=O)NCc2ccccn2)cc1NC(=O)c1ccc(C)cc1,30%,-2%,5%,-5%,10%,
CCN(CC)C(=O)CCCOc1ccc(Cl)cc1Cl,25%,0%,-5%,-1%,i,
COc1ccc(-n2c(C)cc(C(=O)CN3C(=O)NC4(CCCc5sccc54)C3=O)c2C)cc1 (stereo not given),40%,?,3%,12%,i,
COc1ccccc1N(CC(O)COc1ccccc1C)S(=O)(=O)c1ccccc1 (stereo not given),17%,-3%,-8%,20%,i,
O=P(O)(COc1ccccc1)COc1ccccc1,-1%,5%,5%,-4%,i,
COCCCNC(=O)/C(C#N)=C/c1c(N2CCN(c3cccc(Cl)c3)CC2)nc2c(C)cccn2c1=O,32%,54µM*,3%,6%,5.3%,
NC(=O)c1ncc(C(F)(F)F)cc1Cl,0%,5%,0%,0%,2.7%,
CC(C)(Oc1ccc(Cl)cc1)C(=O)NCCN1C(=O)S/C(=C/c2cccnc2)C1=O,19%,-2%,-8%,0%,4.6%,

# 5 structures out of the list, ordered by molar mass, descending:
SMILES,M. tuberculosis,H37Rv inhibition,Salmonella PhoP GFP,influenza NS1A,VEEV TC-83 Vero,others
CC(C)(Oc1ccc(Cl)cc1)C(=O)NCCN1C(=O)S/C(=C/c2cccnc2)C1=O,19%,-2%,-8%,0%,4.6%,
COc1ccccc1N(CC(O)COc1ccccc1C)S(=O)(=O)c1ccccc1 (stereo not given),17%,-3%,-8%,20%,i,
COc1cccc(-n2nnc3c(=O)n(CC(=O)N4CCCc5ccccc54)cnc32)c1,30%,-7%,-8%,4%,0.1%,
C/C(=C\c1ccccc1)CN1CCN(c2cccc(Cl)c2)CC1,16%,-8%,-14%,-1%,1.2%,
CC1=C(c2ccccc2)[N+](=O)C2(CCCCC2)N1[O-],9%,0%,-4%,3%,0.4%,VEEV TC-83 Vero 10K pilot screen=1.0
